ROC1-CUL1 inh – inhibitors of human ROC1-CUL1 ubiquitin ligase activity; 0.6% of 140,000 active; AID 1347404, 2020; in vitro K48 di-Ub FRET, acceptor:donor ratio, 45 min; inhibition, % at 10 µM; in the data active means inhibition above about 25%
Target sequence (P62877 whole entry, looked up): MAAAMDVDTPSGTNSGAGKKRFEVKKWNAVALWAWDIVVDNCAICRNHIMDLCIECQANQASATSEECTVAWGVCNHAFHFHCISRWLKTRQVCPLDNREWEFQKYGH
Target sequence (Q13616 whole entry, looked up): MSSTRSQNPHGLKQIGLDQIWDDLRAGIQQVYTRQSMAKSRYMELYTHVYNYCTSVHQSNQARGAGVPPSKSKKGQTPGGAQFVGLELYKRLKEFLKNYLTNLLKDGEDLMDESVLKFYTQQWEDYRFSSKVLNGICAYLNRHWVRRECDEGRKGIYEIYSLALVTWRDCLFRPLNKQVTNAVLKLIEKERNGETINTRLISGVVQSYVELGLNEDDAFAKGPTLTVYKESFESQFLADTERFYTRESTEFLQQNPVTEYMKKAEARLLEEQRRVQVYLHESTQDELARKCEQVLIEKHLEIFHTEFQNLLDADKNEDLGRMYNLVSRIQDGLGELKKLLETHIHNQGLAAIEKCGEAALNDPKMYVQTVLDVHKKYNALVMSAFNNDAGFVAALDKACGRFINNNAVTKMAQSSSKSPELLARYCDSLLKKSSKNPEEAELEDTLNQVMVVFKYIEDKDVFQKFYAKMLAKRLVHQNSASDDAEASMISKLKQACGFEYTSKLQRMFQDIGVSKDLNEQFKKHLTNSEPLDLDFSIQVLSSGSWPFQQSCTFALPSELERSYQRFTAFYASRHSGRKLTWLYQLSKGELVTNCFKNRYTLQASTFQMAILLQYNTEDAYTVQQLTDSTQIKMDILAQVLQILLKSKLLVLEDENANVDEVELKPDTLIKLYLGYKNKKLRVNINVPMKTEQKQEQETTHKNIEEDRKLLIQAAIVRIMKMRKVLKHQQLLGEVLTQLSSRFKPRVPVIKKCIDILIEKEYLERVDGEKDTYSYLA
* = called active by the depositor.

molecule	ROC1-CUL1 inh
N=C1C(NC=O)C(=O)N(Cc2ccccc2)C(=O)N1Cc1ccccc1 (configuration not stated)	-7.3
COc1cc(CNc2ccc(N(C)C)cc2)ccc1OCC(=O)NC(C)(C)C	6.7
CCOc1ccc(N2CC(NC(=O)C3CC3)CC2=O)cc1 (configuration not stated)	-4.4
CC(C)c1ccc2c(c1)C13CCCCC1CCCC3(c1ccccc1)N2 (configuration not stated)	5.7
CCCC1=NN2C(=N)/C(=C/c3ccc(F)cc3)C(=O)N=C2S1	10.6
Cc1cnc(C)c(-c2cccc(-c3ccn(Cc4scnc4C)n3)c2)n1	8.2
OC(CNC1CCCC1)COC12CC3CC(CC(C3)C1)C2 (configuration not stated)	-4.0
Cc1c(Cl)cccc1NC(=O)CCSCCC(=O)Nc1cccc(Cl)c1C	-2.0
COC(=O)c1ccccc1NC(=O)CN1C(=O)c2ccccc2C1=O	5.1
CCc1sc(NC(=O)/C=C/C(=O)O)nc1-c1ccccc1	-0.3
Cc1cc(=O)oc2cc(Cl)c(OC(C)C(=O)O)cc12 (configuration not stated)	10.3
Cc1ccc(C)c(-n2nnc(C(=O)Nc3ccc(N4CCN(C)CC4)cc3)c2C)c1	12.2
Cc1ccc(S(=O)(=O)N(CCC(C)(C)c2ccccc2)CC(=O)O)cc1	-7.4
CCn1cc(Cl)c(C(=O)Nc2sc3c(c2C#N)CCCCCCCCCC3)n1	5.9
Cc1ccc(C(=O)OCc2cc(=O)n3nc(-c4cccs4)sc3n2)cc1	-5.2
C#CCN1C(=O)C(O)(CC(=O)c2ccc(CC)cc2)c2ccccc21 (configuration not stated)	0.9
CCc1nn(-c2cc(Oc3cccc(C)c3)ncn2)c(N)c1C#N	2.4
O=C1OC(c2ccc(Cl)cc2)=NC1C=Nc1ccccc1-c1ccccc1 (configuration not stated)	-3.8
COc1cc(C(=O)Nc2nc3nc(-c4ccccc4)cc(=O)n3[nH]2)cc(OC)c1OC	-2.9
CCOc1ccc(CCNC(=O)c2cc3c(-c4ccccc4F)nn(C)c3s2)cc1	-3.4

Other results
molecule	ROC1-CUL1 inh
CCCCn1c(CN2CCC(CO)CC2)cnc1S(=O)(=O)CCCC(C)C	-2.1
CCCN(Cc1cnc(S(C)(=O)=O)n1CC1CCCO1)CC1CC1 (configuration not stated)	-2.9
C=CCOc1ccc(Br)cc1CNc1cccc(C(=O)O)c1	2.2
COc1ncccc1C(=O)N1CCc2[nH]nc(-c3cccc(F)c3)c2C1	4.3
COC(=O)[C@]1(C)C[C@H](C(=O)NC2CCC(O)CC2)[C@H](c2ccc(Cl)cc2)N1C (some centres not stated)	-2.3
CNS(=O)(=O)c1cn(CC(=O)N2CCN(c3cc(C)ccc3C)CC2)cc1S(=O)(=O)NC	-3.4
COc1ccc(NC(=O)CCc2nnc3n(Cc4ccc(C)cc4)c(=O)c4ccccc4n23)cc1	0.4
O=C(c1coc(COc2ccccc2)n1)N1C[C@H]2CC[C@H]1C2	-1.1
Cc1ccc(Nc2ncnc3c2nc2n3CCCC2)cc1F	0.9
CCn1c(=O)c2sccc2n2c(CCCC(=O)N3CCN(c4cc(C)ccc4C)CC3)nnc12	5.4
CCN1CCC(NC2CCCN(Cc3ccccc3F)C2)CC1 (configuration not stated)	0.9
CCOc1ccc2nc(CN3CC[C@@H](N4CCCCCC4)[C@H](O)C3)ccc2c1	7.3
CC(C)CNC(=O)Cn1nnc2sc3c(c2c1=O)CCC(C)C3 (configuration not stated)	12.5
O=C(Nc1ccc2sc3ccccc3c2c1Br)c1ccccc1	-0.9
CCCOc1ccc([C@@H]2[C@H]3CN(CCC)CC=C3C(C#N)C(=N)C2(C#N)C#N)cc1OCC (some centres not stated)	-2.8
COCCN1Cc2cccc(C(=O)Nc3ccc(C(=O)OC)cc3)c2C1=O	8.4
CCC1CN(CCC(=O)NCCCOc2cccnc2)Cc2ccc(Cl)cc2O1 (configuration not stated)	-0.9
Cc1cc(Cl)ccc1OC(C)C(=O)Nc1ccc(S(=O)(=O)Nc2cnc3ccccc3n2)cc1 (configuration not stated)	7.5
OCCNc1nc(-c2cccc(Br)c2)nnc1-c1ccccc1	1.0
COCCC(=O)Nc1ccc2c(c1)CN(Cc1cccn1-c1ccccn1)CC2	-1.7

Later entries:
molecule	ROC1-CUL1 inh
COc1cc(S(=O)(=O)NCCOc2ccc(C(C)(C)C)cc2)c(OC)cc1Cl	15.5
Cc1ccccc1N(C)S(=O)(=O)c1nnc(NC(=O)c2ccco2)s1	-11.4
CCOc1ccc(S(=O)(=O)n2nc(C)c(S(=O)(=O)N3CCCCCC3)c2C)cc1	4.7
CCOc1cc(/C=C2\C(=O)NN(c3ccccc3)C2=O)cc(Cl)c1OCc1ccc(Cl)cc1	7.4
O=C1NC(=S)N(c2ccc(Cl)cc2)C(=O)/C1=C/c1cc(-c2ccccc2)n(-c2ccc(Br)cc2)c1-c1ccccc1	1.8
Cc1cc2c(cc1NC(=O)CN1CCCC1)n(C)c(=O)c(=O)n2C	4.5
COc1ccc(CNC(=O)Cn2nc(C)c3c(C)n(-c4ccccc4)nc3c2=O)cc1OC	-2.3
Cc1cccc2c1[nH]c1nc(N=Nc3c(O)n(C)c4ccc([N+](=O)[O-])cc34)nnc12	-5.6
CCc1ccccc1NC(=O)c1ccc2c(c1)CCCN2S(C)(=O)=O	7.1
O=c1ccc2ccc(Oc3ncnc4scc(-c5ccc(F)cc5)c34)cc2o1	2.3
S=C/C(=C1/SC(c2ccccc2)=NN1c1ccccc1)c1ccccc1	1.9
CCOc1ccc(NC(=O)CSc2nnc(C)n2CC2CCCO2)cc1 (configuration not stated)	2.0
Cc1cccc(NC(=O)CN2CC(C)CC(C)C2)c1C (configuration not stated)	6.8
COc1ccc(OC)c(NC(=O)Cn2c(=O)oc3cc(S(=O)(=O)NCc4ccccc4)ccc32)c1	2.9
CCc1sc(C(=O)NCCN2CCOCC2)cc1Br	-1.2
O=C(SCc1nnc(COc2ccc(C3CCCCC3)cc2)n1-c1ccccc1)c1ccc(O)c(O)c1	5.8
Cc1cc(NC(=O)C2CCCN2S(=O)(=O)c2ccc(Cl)cc2)ccc1Br (configuration not stated)	-7.1
CCOc1ccccc1CNC(=O)c1ccc2c(c1)sc1nc(-c3ccccc3)cn12	4.2
CN(Cc1n[nH]c2c1CCCCC2)C(=O)Cn1cc(NC(=O)CCOc2ccccc2)cn1	5.0
COc1cc(Cc2nccc3cc(OC)c(OC)cc23)c(N=NN(C)C)cc1OC	7.8

(listing goes on)
molecule	ROC1-CUL1 inh
CCOC(=O)N1CCc2c(sc(NCc3cc(OC)c(OC)cc3OC)c2C(=O)Nc2ccc(OCC)cc2)C1	6.7
Cc1ccc(S(=O)(=O)N(C)CC(=O)c2ccccc2)cc1	7.6
CCn1c(=O)cc(OCC(=O)NCc2ccccc2Cl)c2ccccc21	-15.4
CCC(=O)Nc1ccc(S(=O)(=O)N2CCCCC2C)cc1 (configuration not stated)	-2.5
COc1cc(/C=N/NC(=O)CCN2CCN(Cc3ccccc3)CC2)cc(OC)c1OC	6.2
COc1ccc(NC(=O)Cn2nc(C(F)(F)F)c3c2CCCC3)cc1OC	4.9
COc1ccccc1CCNC(=O)C(Cc1ccco1)=NC(=O)c1ccc(C)c(C)c1	7.7
Cc1ccsc1C1CC(=O)N=C(SCC(=O)Nc2ccc(Br)cc2)C1C#N (configuration not stated)	-1.4
CC1=NN(c2ccccc2)C(=O)/C1=C/c1ccccc1OCc1ccc(C(=O)O)cc1	51.4*
CCOC(=O)c1c(C)[nH]c(CCC(=O)NCc2cc(Br)ccc2OC)c1C	-6.9
CCCC(=O)Nc1ccc(Cl)c(NC(=S)NC(=O)c2ccc(OCc3ccccc3)cc2)c1	-16.5
CC1(C)CC(=O)c2cc(C(=O)Nc3ccccc3Cl)c(=O)n(-c3ccc(Cl)cc3)c2C1	-2.9
CCn1c(=O)c2cc(C(=O)NC3CCCCCC3)sc2c2ccccc21	-12.9
Cc1ccc(CNC(=O)C2CCCN(c3ncnc4onc(-c5ccc(F)cc5)c34)C2)cc1 (configuration not stated)	-3.3
CCCCN1C(=O)C(Cc2ccccc2F)=NC1=S	2.8
CCCCC(=O)Nc1nc(-c2ccc(S(=O)(=O)N3CCOCC3)cc2)cs1	-0.2
Cn1cc(-c2cc(C(=O)N3CCC(n4ccnc4)C3)c3ccccc3n2)cn1 (configuration not stated)	5.3
COc1ccc(-c2cc(-c3ccccc3)nc3c2COc2ccccc2-3)cc1	-6.0
O=C(NC12CCC(O)C(SC1)/C2=N\O)c1ccccc1 (configuration not stated)	11.9
CNC(=O)c1cnc2sc3c(n2c1=O)CCCC3	7.3

(listing goes on)
molecule	ROC1-CUL1 inh
CCN(CC)S(=O)(=O)c1ccc2nc(NC(=O)c3ccccc3OC)sc2c1	-5.3
Cc1oc2ncn(CC(C)C)c(=O)c2c1C(=O)NCCCN1CCCCC1C (configuration not stated)	-6.1
COc1ccc(S(=O)(=O)N(Cc2nc(-c3cccc(C)c3)no2)C2CCCCC2)cc1	8.7
Clc1cc2c(c(CSc3nnc(-c4ccco4)n3-c3ccccc3)c1)OCOC2	4.1
COc1ccc(-c2cc(C(F)(F)F)n3nc(C(N)=O)cc3n2)cc1	1.3
CCc1ccc2c(Cl)c(C(=O)N/N=C/c3ccccc3O)sc2c1	-3.3
O=C(CSc1nc2c([nH]c3ccccc32)c(=O)n1-c1ccc(F)cc1)N1CCCCCC1	-1.8
Cc1ccc(NC(=O)c2c(N)sc3c2CCC3)cc1	-2.6
COc1ccccc1NC(=O)Cn1c(SCC(=O)Nc2ccc(F)cc2)nc2ccccc21	2.9
O=C(NCc1ccccc1)C(=O)NCC(c1ccco1)S(=O)(=O)c1cccs1 (configuration not stated)	-0.3
COC(=O)CN(C)C(=O)c1csc2nc(-c3ccc(Cl)cc3)cn12	-0.1
CCc1nn(-c2ccccc2)c2nc(-c3ccccc3OC)c3cc(OC)c(OC)cc3c12	2.9
Cc1cc(C)c(S(=O)(=O)N2CCN(Cc3ccc4c(c3)OCO4)CC2)cc1C	-1.8
Cc1ccccc1OCC(=O)Nc1ccccc1NC(=O)COc1ccccc1C	5.8
COCCC(=O)N1CCc2c([nH]c3ccccc23)C1c1cc(F)ccc1F (configuration not stated)	-4.5
CCOc1ccc(C(=O)N2CCN(c3ccc(OC)cc3)CC2)cc1	-1.3
COc1ccc(C(=O)N2CCN(c3ccc(NC(=O)c4ccccc4C)cc3)CC2)cc1	4.1
CN=C1SC(CC(=O)Nc2cccc(C(=O)O)c2)C(=O)N1C (configuration not stated)	1.9
O=C(NCCc1ccc(Cl)cc1)c1ccc2c(c1)nc1n2CCOC1	-1.8
CCOc1ccc(C(C)NCC(=O)Nc2nc(-c3ccc(Br)cc3)cs2)cc1 (configuration not stated)	2.3

More records follow.
molecule	ROC1-CUL1 inh
O=C(Nc1nnc(COc2ccc(F)cc2)s1)c1ccc([N+](=O)[O-])cc1	-2.3
O=C(NC(NC(=S)Nc1ccccc1Cl)C(Cl)(Cl)Cl)c1cccc2ccccc12 (configuration not stated)	4.5
Cc1cc(C)n(/N=C/c2ccc([N+](=O)[O-])o2)c(=O)c1C#N	-12.8
O=C(NCc1ccco1)c1ccc2c(c1)N(Cc1ccc(F)cc1)C(=O)c1ccccc1S2=O (configuration not stated)	-3.5
CCOC(=O)c1c(C)oc2c(Cl)cc(NS(=O)(=O)c3ccc(Cl)c(C)c3)cc12	-6.0
COc1ccc(N2CCN(C(=O)Cn3c(-c4cccs4)cc4ccccc43)CC2)cc1	-0.6
CCCCCC(=O)NC(=S)Nc1cc2nn(-c3ccccc3)nc2cc1C	2.6
O=C1NC2(CCCCCC2)NN1c1ccc(Cl)cc1	-3.9
CCn1c(=O)n(-c2ccc(F)c(Cl)c2)c(=O)c2c3c(sc21)CN(C(C)=O)CC3	-1.6
Cc1ccc(C(=O)c2cn(Cc3cccc(C)c3)c3nc(C)ccc3c2=O)cc1	-5.9
CN(C(=O)CSc1nc2ncccc2o1)c1ccc(F)cc1	3.8
COc1ccc(/C=C2/C(=N)N3N=C(C(F)(F)F)SC3=NC2=O)c(OC)c1OC	6.3
COc1ccc(OC)c(NC(=O)c2ccc(CSc3nnnn3C)cc2)c1	-5.7
COc1ccc(C(=O)N2CCOC(Cc3ccccc3)C2)o1 (configuration not stated)	0.0
O=C(Nc1ccc2c(c1)OCO2)c1ccccc1I	9.4
CC(C)(C)C(N=C1NC(=S)N(CC#N)C12CCCC2)C(Oc1ccc(Cl)cc1)n1cncn1 (configuration not stated)	-2.6
COc1cc(S(=O)(=O)NC2CCCC2)ccc1Br	-1.7
COc1cccc(CSc2nc(-c3ccccc3OC)nc3c2Cc2c(CO)cnc(C)c2O3)c1	1.5
CC(=O)N1Cc2ccccc2Cc2ccccc21	-2.6
CC(C)Cn1cc(C(=O)NCc2ccco2)c(=O)c(C(=O)N2CCCC(c3ccccc3)C2)c1 (configuration not stated)	6.6

Next section:
molecule	ROC1-CUL1 inh
O=C1CC(CSc2ncn[nH]2)=Nc2c(Cl)cccc21	8.8
Cc1cccc(NC(=O)CSc2nc(-c3ccco3)nc3cc(=O)[nH]n23)c1	0.0
CC(=O)OCc1cn(C(C)=O)c2ccccc12	2.2
CC1CCC(C(C)C)C(OC(=O)c2ccccc2C(=O)OCC(=O)c2cccc([N+](=O)[O-])c2)C1 (configuration not stated)	2.0

4 entries from above, with each value named:
smiles: CN(Cc1n[nH]c2c1CCCCC2)C(=O)Cn1cc(NC(=O)CCOc2ccccc2)cn1
  ROC1-CUL1 inh: 5.0

smiles: COc1cc(Cc2nccc3cc(OC)c(OC)cc23)c(N=NN(C)C)cc1OC
  ROC1-CUL1 inh: 7.8

smiles: CCOC(=O)N1CCc2c(sc(NCc3cc(OC)c(OC)cc3OC)c2C(=O)Nc2ccc(OCC)cc2)C1
  ROC1-CUL1 inh: 6.7

smiles: Cc1ccc(S(=O)(=O)N(C)CC(=O)c2ccccc2)cc1
  ROC1-CUL1 inh: 7.6

An excerpt; rates above refer to the full screens.
